High-throughput results (PubChem)
Rin1-Abl PPI inh = human Rin1-Abl interaction inhibition; P00519+Q13671; TR-FRET Rin1/Abl binding, biochemical; inhibition, % at 7.35 µM; hit rate 0.4% among 360,000; AID 588664; in the data active means inhibition above about 5%, passing the limit was not always enough
bovine MsrA act = activates bovine MsrA enzyme; purified bovine MsrA, absorbance read-out; activation, % at 10.6 µM; hit rate 0.3% among 360,000; AID 602163; in the data active means activation above about 7.5%;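 further: 0% = vehicle and 100% = reference activator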
MsrA inh = inhibitors of bovine MsrA. purified bovine MsrA, absorbance read-out. hit rate 0.75% among 360,000. AID 651718. inhibition, % at 15.5 µM; in the data active means inhibition above about 4.5%;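 further: 0% = vehicle wells with enzyme and 100% = reference inhibitor wells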
CSN deneddyl inh = inhibitors of human CSN-mediated cullin deneddylation. Q92905. Purified CSN, SCF-Nedd8-OG deneddylation, fluorescence polarization. inhibition, % at 12.5 µM. hit rate 0.38% among 360,000. AID 651999;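 active means pattern-corrected inhibition above about 35%, with an unprinted fluorescence ratio check between 0.5 and 1.5, limit read from the data, passing the limit was not always enough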;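 further: 0% = enzyme with substrate and 100% = substrate without enzyme; some results filed as inactive read as strong as hits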
Target sequence (Q92905 whole entry, looked up, one chain of several): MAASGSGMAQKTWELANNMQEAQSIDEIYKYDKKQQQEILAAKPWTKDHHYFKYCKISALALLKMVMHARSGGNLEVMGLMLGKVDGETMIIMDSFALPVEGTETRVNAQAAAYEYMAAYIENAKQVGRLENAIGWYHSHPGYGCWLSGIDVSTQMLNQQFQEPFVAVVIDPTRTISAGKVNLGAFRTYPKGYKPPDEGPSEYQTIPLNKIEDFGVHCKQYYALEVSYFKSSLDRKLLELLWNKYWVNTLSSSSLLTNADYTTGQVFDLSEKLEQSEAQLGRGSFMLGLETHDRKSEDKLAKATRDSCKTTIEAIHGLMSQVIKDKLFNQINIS
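Detection – fluorescence polarization · System – HEK293T-derived human Csn5 enzyme · Controls – substrate-only high control, full reaction low control · Timing – 90 min, room temperature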
E coli Lon inh = inhibits E. coli Lon protease | P0A9M0 | purified E. coli Lon protease, fluorescence polarization | inhibition, % at 7.94 µM | hit rate 0.42% among 360,000 | AID 602123; in the data active means inhibition above about 13%, passing the limit was not always enough;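 further: 0% = enzyme with probe and DMSO and 100% = no enzyme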
Neddyl block = blocks human cullin neddylation; TR-FRET cullin neddylation, biochemical; calls only at 25 µM; hit rate 0.58% among 360,000; in the data active means inhibition above about 36%
Target sequence (P61081 whole entry, looked up): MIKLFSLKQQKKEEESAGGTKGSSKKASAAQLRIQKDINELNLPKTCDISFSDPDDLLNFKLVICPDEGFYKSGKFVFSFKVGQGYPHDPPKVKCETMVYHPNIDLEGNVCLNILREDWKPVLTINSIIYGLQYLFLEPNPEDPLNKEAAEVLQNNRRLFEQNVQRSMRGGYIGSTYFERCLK
Target sequence (Q13564 whole entry, looked up): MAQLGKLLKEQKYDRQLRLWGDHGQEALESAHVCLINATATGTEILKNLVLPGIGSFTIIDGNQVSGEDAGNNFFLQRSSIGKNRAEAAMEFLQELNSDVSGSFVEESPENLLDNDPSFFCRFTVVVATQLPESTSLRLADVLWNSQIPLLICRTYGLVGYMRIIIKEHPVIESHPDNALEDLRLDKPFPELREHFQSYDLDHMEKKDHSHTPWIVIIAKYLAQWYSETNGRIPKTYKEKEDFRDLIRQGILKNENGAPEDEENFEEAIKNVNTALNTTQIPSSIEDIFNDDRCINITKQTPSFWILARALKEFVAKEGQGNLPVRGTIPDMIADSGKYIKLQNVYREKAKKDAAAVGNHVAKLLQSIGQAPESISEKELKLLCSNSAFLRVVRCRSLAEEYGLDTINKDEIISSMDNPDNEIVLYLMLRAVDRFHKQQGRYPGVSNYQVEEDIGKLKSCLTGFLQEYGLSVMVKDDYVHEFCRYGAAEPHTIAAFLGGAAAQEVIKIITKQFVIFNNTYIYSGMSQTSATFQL
FAS TE block = blocks the thioesterase domain of human fatty acid synthase; hit rate 0.67% among 360,000; recombinant FAS-TE, OMFH fluorogenic substrate, fluorescence endpoint; inhibition, % at 15 µM;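 active means compounds whose normalised, plate-corrected inhibition of enzyme fluorescence in the single-dose primary screen is 50% or more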;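 further: 0% = DMSO with enzyme and 100% = substrate without enzyme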
MLLE-PAM2 inh = inhibitors of microRNA-mediated deadenylation, human PABP1 MLLE binding. P11940. GST-MLLE / FITC-PAM2 fluorescence polarization. inhibition, % at 20 µM. hit rate 0.36% among 360,000; in the data active means inhibition above about 35%, passing the limit was not always enough;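 further: plate controls were DMSO wells with GST-MLLE for no effect and wells lacking GST-MLLE protein for full effect; some results filed as inactive read as strong as hits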
Tb MetRS inh = Trypanosoma brucei MetRS inhibition. inhibition, % at 11.9 µM. purified T. brucei MetRS, ATP depletion, Kinase-Glo luminescence. hit rate 0.4% among 360,000. AID 624268;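 active means inhibition above a per-plate cutoff of the control wells' mean inhibition plus 3 SD, cut at about 5.5% in these data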;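 further: 0% = DMSO wells median and 100% = median of wells with control inhibitor compound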
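System: purified T. brucei MetRS enzyme / Detection: Kinase-Glo luciferase luminescence reporting remaining unconsumed ATP / Medium: HEPES buffer with MgCl2, KCl, DTT, spermine, BSA, pyrophosphatase / Replication: singlicate, one well per compound / Evaluation: percent inhibition relative to median high and low control wells / Schedule: 2 h aminoacylation at 25 °C after 15 min preincubation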
* marks the source's active call; other numbers are inactive results; i = inactive; / = not tested or not shown.

SMILES	Rin1-Abl PPI inh	bovine MsrA act	MsrA inh	CSN deneddyl inh	E coli Lon inh	Neddyl block	FAS TE block	MLLE-PAM2 inh	Tb MetRS inh
Cn1cc(Cl)c(-c2nc3ccccc3[nH]2)n1	3	1	1.0	-2	-9	i	-3	-8	4.1
CC(=O)c1cc2ccccc2oc1=O	-1	2	2.6	4	-4	i	-5	0	-0.2
Nc1ccc(N2CCN(c3ccc(Cl)c(Cl)c3)CC2)cc1	0	3	-1.3	3	-2	i	6	-12	-0.1
CCCNC(=O)C(CC)NC(=O)c1cccc([N+](=O)[O-])c1 (centres undefined)	2	-2	2.1	2	5	i	10	13	-0.4
Cc1ccc(C(C)NC(=O)Cc2cccs2)c(C)c1 (centres undefined)	-1	-10	-0.2	-2	-4	i	-3	9	-1.2
COc1ccc(CCNC(=O)C2(c3ccccc3)CC2)cc1	2	-5	1.1	-2	-5	i	0	-2	-0.2
CCOC(=O)c1c(C)[nH]c(C)c1S(=O)(=O)NCCN1CCN(c2ccccc2F)CC1	0	-6	-0.6	4	0	i	0	-2	-1.2
Cc1cccc(NC(=O)C(NS(=O)(=O)c2ccc3c(c2)CCC(=O)N3)c2ccccc2)n1 (centres undefined)	0	-4	-0.2	0	-2	i	-1	44*	-0.2
C=C(C)Cn1c(CCCNC(=O)CCC)nc2ccccc21	0	0	0.0	-3	7	i	-1	3	0.2
CCOC(=O)C1CCN(c2c(N3CCCC(C(=O)OCC)C3)c(=O)c2=O)CC1 (centres undefined)	-2	-5	2.0	2	2	i	-2	-3	-0.5
Cc1ccc(OCC(=O)NNc2c3ccccc3nc3ccccc23)cc1	-3	-5	3.0	-11	-6	i	14	-1	0.6
CCOc1ccc2c(ccc(/C=C/c3cc(C)c4cccnc4c3O)[n+]2C)c1	40*	1	/	102	-16	i	-1	-159	-0.1
[N-]=[N+]=CC(=O)c1ccnc(C(=O)C=[N+]=[N-])c1	-1	-3	0.1	3	-3	i	0	22	-1.3
CC1Cc2ccccc2N1C(=O)c1cnsn1 (centres undefined)	1	-3	1.2	1	-7	i	-9	-5	-0.8
CCN(C(=O)COC(=O)c1[nH]c(C)c(C(C)=O)c1C)c1c(N)n(Cc2ccccc2)c(=O)[nH]c1=O	4	-9	-1.4	9	-16	i	-1	-2	-0.4
COc1ncnc2c1ncn2CCCNCC(c1ccccc1)c1ccccc1	-2	-1	-0.1	7	-2	i	-9	3	-0.8
COc1ccc(C2CC(C(F)(F)F)n3ncc(C(=O)NCC4CCCO4)c3N2)cc1OC (centres undefined)	-1	1	0.3	-1	-8	i	-2	-5	-0.1
COc1ccccc1NC(=O)/C=C\C(=O)O	0	-5	-0.3	4	-1	i	-13	3	-0.4
CCOC(=O)N1CCN(C(=O)CC(=O)Nc2ccc3nc4n(c(=O)c3c2)CCCCC4)CC1	3	-1	-0.2	4	-7	i	-10	-15	-0.3
O=C(N/N=C/c1cccs1)c1cc(-c2cccc3ccccc23)n[nH]1	-4	-3	1.8	12	-1	i	12	17	-0.4
Cc1cc(C)cc(N(C(=O)CNS(=O)(=O)c2ccccc2)C(C(=O)NCc2ccccc2)c2ccc(C)o2)c1 (centres undefined)	-4	-8	-0.2	-3	-3	i	-3	5	-0.6
CCC(C)NC(=O)C1CCN(C(=O)c2ccccc2)CC1 (centres undefined)	1	-8	-0.6	-1	1	i	-10	14	-0.6
O=C(NCc1nnnn1-c1cccc(F)c1)c1ccc(S(=O)(=O)N2CCOCC2)cc1	-1	-15	0.2	0	-10	i	-1	-5	-0.6
CCOc1ccccc1OCCN1CCCC1	0	-2	-0.1	0	-1	i	-5	0	0.3
CC1(C)CC(=O)C=C(NCc2ccc(Cl)c(Cl)c2)C1	2	0	-0.9	6	-7	i	-2	3	2.1
Cc1ccc(N2C(=O)C3C4C=CC(CNC(=S)Nc5cccc(Cl)c5)(O4)C3C2=O)cc1 (centres undefined)	-2	-7	0.8	1	-4	i	21	41*	2.5
COc1ccc(N(C(=O)c2snc(C(N)=O)c2N)C(C(=O)NC2CCCC2)c2ccco2)cc1OC (centres undefined)	1	-4	0.0	4	2	i	-2	-16	-1.1
C=CCn1c(SCC(=O)N(C)C)nc2sc3c(c2c1=O)CCC3	3	-6	-0.6	0	-9	i	-3	4	-0.7
ClC(Br)=C(n1cnc2ccccc21)n1cnc2ccccc21	-1	-4	-1.4	0	5	i	-6	-5	-0.7
Cc1cc(/C=N/n2c(COc3ccccc3C)nc3ccccc3c2=O)c(O)c([N+](=O)[O-])c1	-1	2	-1.0	2	2	i	48	-21	-0.3
O=C(O)c1ccc(-c2noc(-c3ccccc3F)n2)cc1	7	-3	0.4	1	0	i	-8	-3	-0.1
COc1ccc([N+](=O)[O-])cc1N(CC(=O)Nc1ccccc1C(=O)N1CCCC1)S(C)(=O)=O	7	3	-0.3	3	-3	i	-4	10	-0.9
Cc1ccc(OCC(=O)N(C)CC(=O)Nc2ccc(N3CCOCC3)cc2)cc1	4	-4	1.0	1	-3	i	-5	-1	-0.5
Cc1cc([N+](=O)[O-])nn1CCCC(=O)N1CCN(c2ccccc2)CC1	1	-2	-0.3	-2	3	i	3	14	0.8
Cc1ccccc1C(=O)Nc1ccnn1C1CCN(C(=O)c2cnsn2)CC1	1	-2	0.0	3	1	i	-8	-14	1.3
CC(=O)Nc1cccc(N(C(=O)C2COc3ccccc3O2)C(C(=O)NC2CCCCC2)c2cn(C)nc2C)c1 (centres undefined)	3	-5	0.6	-5	-8	i	-3	11	0.5
CCCCSc1cc(=O)n(-c2ccccc2)nc1C(=O)OCC	0	0	-1.7	-1	-1	i	2	0	-0.4
CC/C(O)=C1\C(=O)CC(C)(C)CC1=NCCc1nc2ccccc2[nH]1	-3	-9	-1.2	-7	-4	i	-7	-1	0.4
CC1(C)Oc2ccc(C(=O)Nc3ccccc3F)cc2N(CC(=O)N2CCOCC2)C1=O	-2	-3	-0.9	0	-4	i	2	1	0.3
COc1cc(/C=C/C(=O)OCC(=O)Nc2cc(C(F)(F)F)ccc2N2CCOCC2)ccc1O	-1	-1	-0.2	-11	3	i	-1	2	-0.1
Cc1nnc(SCC(=O)N(CC(C)C)c2c(N)n(Cc3ccccc3)c(=O)[nH]c2=O)n1N	3	-5	-0.3	-1	-1	i	-6	-26	-0.5
N=C(N)SCCc1cnc[nH]1	-2	-8	-1.8	-3	1	i	-6	9	-1.6
Cc1ccc(CNC(=O)C2(C)CCN2C(=O)Cc2ccc(C(C)(C)C)cc2)cc1 (centres undefined)	-1	-7	-0.6	1	1	i	15	9	-1.6
CCN(C(=O)CSc1nc2cc(S(=O)(=O)N(CC)CC)ccc2n1CC)C1CCS(=O)(=O)C1 (centres undefined)	1	-4	0.1	-5	-1	i	-5	-1	0.4
CC1=C([N+](=O)[O-])C(c2cccc(Br)c2)C2=C(N1)c1ccccc1C2=O (centres undefined)	-1	-10	1.0	-1	-9	i	35	-21	-0.9
Cc1ccc2c(CN3CCCCC3CCO)cc(=O)oc2c1 (centres undefined)	-3	-1	1.9	1	-4	i	-4	-1	0.5
O=C(c1cccs1)N1CCC(c2nc3c(nnn3Cc3cccc(Cl)c3)c(=O)[nH]2)CC1	-1	-3	-0.4	8	1	i	12	11	-0.3
COc1ccc(NC(=O)CN(C)S(=O)(=O)c2ccc3c(c2)OCCO3)c2ncccc12	3	-2	1.6	3	-10	i	22	-6	-0.7
O=C(NC1CCCCCC1)c1cc2ccccc2oc1=O	-1	1	0.9	1	-1	i	4	6	-0.5
Cc1cc(C)c(NC(N)=S)c(C)c1	1	-2	1.1	0	-4	i	-4	-122	-0.1
N#Cc1sc(NCc2ccccc2)nc1Cl	-1	-1	1.5	9	6	i	1	8	-0.3
O=C(NC1CCCC1)C(c1ccncc1)N(Cc1cccs1)C(=O)c1csnn1 (centres undefined)	4	5	0.1	0	-7	i	-9	31	-0.2
CC1CCN(CCCn2c(=S)[nH]c3ccccc3c2=O)CC1	1	2	0.7	1	10	i	-5	-61	-0.5
Cc1ccc(NC(=O)COC(=O)c2ccn(C)n2)cc1	0	-3	0.5	6	3	i	-9	-20	-0.7
Cc1cc(C)c(N(C(=O)CN2C(=O)c3ccccc3S2(=O)=O)C(C(=O)NCC2CCCO2)c2ccc(F)cc2)c(C)c1 (centres undefined)	0	-1	0.2	0	-1	i	18	-2	0.0
Cc1ccc(-c2nc3ccccc3[nH]2)s1	0	-1	1.9	-7	1	/	4	16	-2.8
Cc1cccc(-n2c(-c3csc(C(C)C)c3)n[nH]c2=S)c1	2	3	-0.1	0	-5	i	-2	-17	0.5
O=C(Nc1ccc2c(c1)OCO2)C1CCCN1C(=O)Nc1cccc(F)c1 (centres undefined)	1	-5	-0.1	7	-11	i	-3	8	-0.5
Clc1ccccc1OCc1nc(-c2ccncc2)no1	-5	-1	0.9	2	-1	i	7	5	-0.5
O=C(NNC(=O)c1ccccc1Br)c1ccc(SCC2CCCO2)c([N+](=O)[O-])c1 (centres undefined)	0	-1	2.0	0	-3	i	-1	-1	0.1

Entries of single compounds as entered above:
`Cc1ccc(CNC(=O)C2(C)CCN2C(=O)Cc2ccc(C(C)(C)C)cc2)cc1` (centres undefined) in the list: Rin1-Abl PPI inh = -1; bovine MsrA act = -7; MsrA inh = -0.6; CSN deneddyl inh = 1; E coli Lon inh = 1; Neddyl block = i; FAS TE block = 15; MLLE-PAM2 inh = 9; Tb MetRS inh = -1.6
`Cc1ccc2c(CN3CCCCC3CCO)cc(=O)oc2c1` (centres undefined) in the list: Rin1-Abl PPI inh = -3; bovine MsrA act = -1; MsrA inh = 1.9; CSN deneddyl inh = 1; E coli Lon inh = -4; Neddyl block = i; FAS TE block = -4; MLLE-PAM2 inh = -1; Tb MetRS inh = 0.5
`O=C(NNC(=O)c1ccccc1Br)c1ccc(SCC2CCCO2)c([N+](=O)[O-])c1` (centres undefined) in the list: Rin1-Abl PPI inh = 0; bovine MsrA act = -1; MsrA inh = 2.0; CSN deneddyl inh = 0; E coli Lon inh = -3; Neddyl block = i; FAS TE block = -1; MLLE-PAM2 inh = -1; Tb MetRS inh = 0.1

Carrying on.
SMILES	Rin1-Abl PPI inh	bovine MsrA act	MsrA inh	CSN deneddyl inh	E coli Lon inh	Neddyl block	FAS TE block	MLLE-PAM2 inh	Tb MetRS inh
CC(=O)Nc1ccc(S(=O)(=O)Nc2cccc(-c3nc4cc(C)ccc4o3)c2)cc1	-2	0	0.1	-3	-5	/	36	10	0.2
O=C(NN1CCOCC1)c1ccc(S(=O)(=O)N2CCCCC2)cc1	4	-6	0.2	-8	3	i	-3	5	-1.0
Nc1nonc1-n1nnc(C(=O)N/N=C/c2ccco2)c1CSc1ccc(Cl)cc1	0	-2	1.7	5	-7	i	-2	-7	0.0
CCCNC(=O)c1cc(-c2ccc(OC)cc2)on1	-1	-10	-0.3	-1	-3	i	-12	-6	-0.9
COc1ccc(/C=N/c2c(-c3ccc(OC)cc3)nc3n2CCS3)cc1	1	-3	0.9	-4	-5	i	21	25	-0.5
CCN1CCN(S(=O)(=O)c2ccc(Cl)c(C(=O)NC3CCCC3)c2)CC1	0	-6	-1.4	-2	1	i	-8	0	-0.5
CC1CCN(C(=O)COC(=O)c2nn(C)c(=O)c3ccccc23)CC1	1	0	0.0	-7	-5	i	-6	-4	-0.4
CNC[C@H](CC1CCCCC1)NC[C@H](CO)NCC1(c2ccccc2)CC1	2	-1	0.4	-1	10	i	-8	1	-0.1
Cc1c(Cc2ccccc2)c(=O)oc2cc(OCC(=O)NC(Cc3ccc(Cl)cc3)C(=O)O)ccc12 (centres undefined)	3	-4	0.9	2	-3	/	21	7	-1.4
Cc1ccc(Cl)cc1NC(=S)N(Cc1cccnc1)Cc1ccccc1Cl	2	-4	1.4	2	-5	i	29	1	-0.7
O=C1CCCC2=C1C(c1cccs1)n1nc(SCc3ccccc3F)nc1N2 (centres undefined)	-1	-3	1.5	6	-2	/	1	1	-0.3
